FadD28 binding: M. tuberculosis FadD28 bisubstrate binding inhibition; inhibition, % at 12.5 µM; FadD28 bisubstrate probe binding, fluorescence polarization; hit rate 0.22% among 360,000; AID 588549; in the data active means inhibition above about 8.5%, passing the limit was not always enough; inconclusive means no clear call, values can overlap the other calls
MazEF act: increases E. coli MazEF RNase cleavage of RNA | FAM/BHQ RNA-DNA oligo cleavage fluorescence, 5 h | activation, % at 20 µM | hit rate 0.32% among 350,000 | AID 504720; in the data active means activation above about 50%
Target sequence (P0AE70 whole entry, looked up): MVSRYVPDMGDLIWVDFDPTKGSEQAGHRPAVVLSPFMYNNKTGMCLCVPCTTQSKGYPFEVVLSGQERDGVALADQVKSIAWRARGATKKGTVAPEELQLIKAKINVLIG
GDH-TPI inh: counter-screen for M. tuberculosis FBA inhibitors: GDH-TPI coupled enzymes; GDH-TPI coupled enzyme counterscreen, NADH absorbance; inhibition, % at 4.8 µM; hit rate 1.2% among 360,000; AID 588335;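 further: 0% = DMSO wells and 100% = wells lacking the enzyme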
DUSP3 inh: inhibitors of human VHR1 phosphatase (DUSP3); P51452; recombinant VHR phosphatase, pNPP absorbance; hit rate 0.52% among 290,000; inhibition, % at 13.3 µM; AID 1654; in the data active means inhibition above about 50%; further: some compounds called inactive have numbers as strong as hits
Target sequence (P51452 whole entry, looked up): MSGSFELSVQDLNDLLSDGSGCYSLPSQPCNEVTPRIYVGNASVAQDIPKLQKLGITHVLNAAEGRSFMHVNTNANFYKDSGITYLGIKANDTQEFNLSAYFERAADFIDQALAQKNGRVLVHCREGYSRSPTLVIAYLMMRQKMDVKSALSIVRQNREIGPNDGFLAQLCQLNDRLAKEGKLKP
Mtb BioA inh: BioA (M. tuberculosis) enzyme inhibition | purified M. tuberculosis BioA enzyme, plate reader | inhibition, % at 9.99 µM | hit rate 0.096% among 360,000; in the data active means inhibition above about 40%; inconclusive means no clear call, values can overlap the other calls
Rv3671c inh: Rv3671c (M. tuberculosis) protease inhibition. P9WHR9. inhibition, % at 5.96 µM. hit rate 0.048% among 320,000; in the data active means inhibition above about 38%;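 further: extracellular domain of Rv3671c used as enzyme; 0% = enzyme with DMSO and 100% = no enzyme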
FBA Mtb inh: inhibitors of M. tuberculosis fructose-bisphosphate aldolase. AID 588726. P9WQA3. hit rate 2.3% among 360,000. purified M. tuberculosis FBA, fluorescence read-out. inhibition, % at 1 µM; in the data active means inhibition above about 27%;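 further: 0% = vehicle and 100% = reference inhibitor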
Target sequence (P9WQA3 whole entry, looked up): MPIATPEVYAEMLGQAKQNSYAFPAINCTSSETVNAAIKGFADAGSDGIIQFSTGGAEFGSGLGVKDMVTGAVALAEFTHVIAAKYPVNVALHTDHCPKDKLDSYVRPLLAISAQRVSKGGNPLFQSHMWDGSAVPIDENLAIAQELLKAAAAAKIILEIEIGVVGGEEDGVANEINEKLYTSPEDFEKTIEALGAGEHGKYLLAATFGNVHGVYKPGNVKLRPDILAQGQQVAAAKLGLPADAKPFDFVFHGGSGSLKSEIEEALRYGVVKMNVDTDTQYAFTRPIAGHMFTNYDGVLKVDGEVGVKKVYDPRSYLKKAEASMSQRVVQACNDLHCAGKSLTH
UGM FP inh: Mtb UDP-galactopyranose mutase inhibition; purified UGM, fluorescence polarization probe displacement; inhibition, % at 10 µM; P9WIQ1; hit rate 0.06% among 320,000; in the data active means inhibition above about 10%, passing the limit was not always enough; inconclusive means no clear call, values can overlap the other calls
BoNT F protease: blocks Botulinum neurotoxin F light chain protease. Multiplex microsphere protease cleavage assay, flow cytometry. inhibition, % at 10 µM. hit rate 0.22% among 360,000. AID 588497; in the data active means inhibition above about 35%, passing the limit was not always enough; inconclusive means no clear call, values can overlap the other calls; further: plate controls were buffer without enzyme for full effect and enzyme alone for no effect
CCHFV vOTU inh: blocks the CCHF virus ovarian tumor domain protease | CCHFV vOTU protease, Pep-AMC fluorescence | inhibition, % at 11.5 µM | hit rate 0.55% among 370,000; further: 0% = vehicle wells with enzyme and 100% = no enzyme wells
An asterisk follows results filed as active; ? = inconclusive; · = not tested or not shown; & = joins results of further samples. Unless noted, no stated cut-off is given here; in the data, active means inhibition above about 30%; inactive means the rest.

Every second line gives: Rv3671c inh	DUSP3 inh	MazEF act	BoNT F protease	CCHFV vOTU inh	FadD28 binding	Mtb BioA inh	FBA Mtb inh	UGM FP inh	GDH-TPI inh
Cn1cc(S(=O)(=O)c2ccccc2)c(=O)c2cc(Cl)ccc21
→ -1	18	-4	4	8	-0.6	1.4	0	-1.7	8
O=C(NCc1ccc(S(=O)(=O)NC2CCCCC2)s1)c1ccccc1
→ 3	4	-5	-8	-2	-1.3	·	1	-1.5	6
CCc1c(C)nc2nc(NC(C)=O)[nH]n2c1=O
→ 1	10	8	-5	2	-0.4	-0.3	-1	1.1	7
CC[C@@H](NCCCn1ccc(NC(=O)OCc2ccccc2)nc1=O)c1ccccc1
→ ·	·	10	-6	10	-1.2	1.1	-3	·	4
CC(C)CNC(=O)c1cc(-c2ccc(Br)cc2)on1
→ 2	15	-5	-12	·	2.7	·	2	-2.1	-4
CC(C)(C)n1nnnc1CN(Cc1cccnc1)Cc1ccccc1Cl
→ 4	26	4	-11	-4	-0.9	2.1	3	-1.1	-2
COc1ccc(CCNC(=O)C2CCN(C(=O)NC3CCCCC3)CC2)cc1
→ 2	12	-4	3	11	-2.3	2.5	-2	-0.5	-3
O=C(NCCc1ccccc1)c1cccc(NC(=O)C2CCCCC2)c1
→ ·	·	8	-6	7	-6.5	0.5	-3	·	3
O=C(NCc1ccc(OC(F)(F)F)cc1)C12CN(Cc3ccccc3)CC1C(c1cccc([N+](=O)[O-])c1)=NO2 (stereo not drawn)
→ -4	11	5	-2	12	0.5	-1.0	-3	-1.5	13
COc1ccc(S(=O)(=O)NC(C)C(=O)NCCN2CCOCC2)cc1Cl (stereo not drawn)
→ -4	12	3	10	2	-4.2	-0.2	-3	-0.7	-11
COc1ccccc1C(=O)NC(=O)COC(=O)c1ccco1
→ 3	·	-8	-11	-10	-2.2	5.4	2	2.8	-5
CC1(C)CC(=O)C2=C(C1)N(c1cccnc1)C(N)=C(C#N)C2c1cccs1 (stereo not drawn)
→ -10	-5	-3	-6	24	-4.3	·	-1	-0.9	2
O=C(c1cccc([N+](=O)[O-])c1)N1CCN(Cc2ccccc2)CC1
→ 2	6	6	21	2	-2.1	2.9	2	0.2	-3
O=C(COC(=O)c1c[nH]c2ccccc12)NC1CCCC1
→ 1	·	0	13	12	-2.8	-0.1	0	1.6	8
CCOc1ccccc1NS(=O)(=O)c1c(C)noc1C
→ -3	19	5	-1	4	-1.2	4.0	1	-1.2	1
CCCCn1c(=S)[nH]c2ncccc2c1=O
→ -4	5	7	-8	-4	-3.1	-1.2	1	-1.6	20
Cc1nc2c(-c3ccc(F)cc3)cnn2c(N)c1-c1ccc(F)cc1
→ -1	3	2	3	5	-1.7	-1.8	10	-2.0	10
CC(=O)c1ccc(Nc2c([N+](=O)[O-])ccc3nonc23)cc1
→ -3	34	9	-18	-4	·	1.8	-2	3.9	2
CCCn1c(N)c(C(=O)CSc2nnc(C3CC3)n2-c2ccccc2)c(=O)[nH]c1=O
→ 8	·	0	0	7	-0.3	6.3	-1	-1.2	4
COc1ccc2nc(SC)cc(C)c2c1
→ -2	3	-1	0	-3	-1.3	·	2	1.2	12
Cc1nc2nc(-c3cccs3)cn2nc1C
→ -2	26	-36	-7	-59	-0.8	·	-3	1.1	16
Cc1cccn2c(CNCC3OCCc4ccccc43)c(C(=O)N3CCCCC3)nc12 (stereo not drawn)
→ 1	4	-11	-4	-13	-1.8	·	-9	1.1	-2
O=C(Cc1c(O)c2ccccc2[nH]c1=O)OC1CCCCC1
→ 9	14	-10	-2	-1	-0.8	0.2	14	3.3	3
CC(=O)Nc1nc(COc2ccccc2)cs1
→ -6	-11	2	2	-2	-3.8	-1.3	1	2.5	2
O=c1cc[nH]c2cccc(Cc3ccccc3)c12
→ 1	14	0	-2	1	-3.7	0.5	-6	-0.7	1
COc1ccc(NC(=O)CSCc2cc(=O)n3c(C)csc3n2)cc1
→ -10	21	10	2	17	0.1	-3.1	2	-0.9	25
COC(=O)c1c(NC(=O)CC2Nc3cc(C)c(C)cc3NC2=O)sc(C)c1C (stereo not drawn)
→ -9	18	-21	0	·	-2.9	-2.1	-4	·	-16
CCc1ccc2c(c1)NC(=O)C2(C)Cc1ccccc1C#N (stereo not drawn)
→ ·	·	·	0	5	-2.9	-0.4	-2	·	0
COc1cc2c3nnc(-c4ccc(F)cc4)c-3cn(Cc3ccc(F)cc3)c2cc1OC
→ -38	11	118*	-4	-29	0.4	-6.2	17	4.8	2
Cc1cc(C)c(S(=O)(=O)c2ccccc2)c(N(C)C)n1
→ -4	24	-4	-2	10	1.4	-0.3	-2	2.4	4

Single entries from the results shown.
BoNT F protease, `Cc1cccn2c(CNCC3OCCc4ccccc43)c(C(=O)N3CCCCC3)nc12` (stereo not drawn) → -4
FadD28 binding, `O=c1cc[nH]c2cccc(Cc3ccccc3)c12` → -3.7

The listing continues:
Every second line gives: Rv3671c inh	DUSP3 inh	MazEF act	BoNT F protease	CCHFV vOTU inh	FadD28 binding	Mtb BioA inh	FBA Mtb inh	UGM FP inh	GDH-TPI inh
CC(=O)N1c2ccc(S(=O)(=O)N(C)c3cc(C)ccc3C)cc2CC1C (stereo not drawn)
→ -10	14	6	9	-8	-2.1	1.2	1	3.3	-7
O=C(CSc1nnc(CNC(=O)c2ccccc2)o1)c1ccc(Cl)cc1
→ 0	-6	-1	-10	-17	-4.1	-1.1	-2	0.0	0
CC1CN=C(N(C(=O)Nc2ccccc2)C(C)c2ccccc2)S1 (stereo not drawn)
→ 1	2	6	?	1	-1.3	-0.4	0	-0.1	18
N#CCCNS(=O)(=O)c1ccc(C(=O)OCC2CCCCC2)cc1
→ -12	16	-29	-1	20	-2.6	1.0	1	3.9	9
COc1cc(/C=C/C(=O)OCC(=O)N2CCC(C)CC2)ccc1OCC#N
→ 5	·	7	-10	-6	-4.7	-1.1	9	-1.8	20
COc1cc(OC)c(OC)cc1/C=C/c1cc(C(F)(F)F)[nH]c(=O)n1
→ -6	-5	-15	3	14	-1.5	-0.6	-2	-0.5	9
CCN(CC(N)=O)S(=O)(=O)c1ccc(F)cc1
→ -1	25	-4	-5	12	-0.8	0.2	-7	3.3	2
CN(CCCN1CCOCC1)Cc1cn(C)nc1-c1ccccc1F
→ -1	-5	11	4	4	-1.2	-0.8	0	-0.2	-3
CCOC(=O)C1=C(C)NC(C)=C(C(=O)OCC)C1c1nc2ccccc2[nH]1
→ -2	·	8	·	3	·	·	·	-0.7	·
Cc1ccc(SCC(=O)N2CCCC2)cc1
→ -9	15	1	6	3	0.5	-0.3	1	3.4	15
COC(=O)c1cc(S(=O)(=O)N2CCC(C)CC2)cn1C
→ 3	2	8	1	1	0.2	-3.3	5	0.8	6
CNC(=S)NN(c1ccccc1)c1ccccc1
→ -1	37	4	-19	·	-2.2	·	5	-1.5	4
CC(NC(=O)Nc1ccc([N+](=O)[O-])cc1)C(c1cccs1)N1CCCC1 (stereo not drawn)
→ 7	1	0	-1	5	-3.6	·	-2	-2.0	15
NN=C1C(Cl)=C(Cl)C(Cl)=C1Cl
→ ·	·	6	0	6	1.5	·	-2	·	13
COc1ccc(S(=O)(=O)Nc2cccc3c2O[C@H](CN(C)C)[C@@H](C)CN([C@H](C)CO)C3=O)cc1
→ 6	·	0	-2	5	-3.8	0.2&-1.0	0	-1.6	-3
O=C(c1ccco1)N1CCN(S(=O)(=O)c2cc(Cl)ccc2Cl)CC1
→ -6	47	4	-30	-17	-1.6	-0.9	2	-0.7	3
CCOC(=O)c1nn(-c2ccccc2)c(=O)cc1OCC(=O)Nc1cccc(OC)c1
→ -4	·	-5	7	-5	1.7	1.7	2	·	6
Cc1ccc(S(=O)(=O)N2CCCCC2CCNC(=O)C(=O)NCc2ccco2)cc1 (stereo not drawn)
→ 3	·	-2	2	4	-2.8	-0.5	1	·	4
C[C@H](NC(=O)c1nc[nH]c1C(=O)N1CCc2ccccc2C1)C(=O)OCc1ccccc1
→ -9	19	-12	1	10	-0.8	-5.1	4	1.0	7
CCOC(=O)N1CCN(C(=O)c2ccc(NC(=O)c3ccc(C)cc3)cc2)CC1
→ 6	5	0	-6	0	-0.4	0.7	1	1.6	2
O=C(Nc1ccccc1F)c1ccc2nc(N3C(=O)CCC3=O)sc2c1
→ -9	10	4	-21	-4	1.4	0.8	-1	-0.4	3
O=C(Cc1cccs1)Nc1nc(-c2ccccc2)cs1
→ -4	6	4	17	-7	-1.0	0.9	3	2.5	11
Cc1cccc(NC(=O)CN2CCN(C(=O)C(C)Oc3ccc(C#N)cc3)CC2)c1C (stereo not drawn)
→ -2	·	-2	-6	9	-2.4	-0.7	-1	4.4	-5
Cc1cc(C)c2c(=O)cc(C(F)F)oc2c1
→ -7	8	-4	-16	10	-2.8	0.5	8	3.3	-8
CCc1ccc(NC(=O)COC(=O)/C=C/c2c(C)nn(C3CCS(=O)(=O)C3)c2Cl)cc1 (stereo not drawn)
→ 2	-2	5	-8	10	-1.9	·	2	1.6	11
CCN(CC)CCCNC(=O)c1cc2c(=O)[nH]c3ccc(C)cc3c2s1
→ ·	-9	14	-4	-60	-4.7	·	100*	-2.0	15
CCOC(=O)NN=C1c2ccccc2-c2ccccc21
→ ·	5	4	-32	10	-4.8	-1.2	-8	2.4	13
CC(C)(C)c1ccc(CC(=O)N2CCC2(C)C(=O)Nc2ccc(F)cc2F)cc1 (stereo not drawn)
→ ·	·	·	-1	21	-2.2	0.3	2	·	10
Cc1ccc(C(CC(=O)O)NC(=O)CCNC(=O)c2ccco2)cc1 (stereo not drawn)
→ ·	·	1	2	-4	-1.8	-0.7	2	·	9
CC(SC(=S)N1CCOCC1)C(=O)O (stereo not drawn)
→ -5	6	-16	6	-5	-0.2	·	3	1.6	11
COC(=O)c1ccc(-n2c(CCC(=O)O)ccc2-c2ccc(C)cc2)cc1
→ -2	·	3	-6	·	1.8	6.4	3	1.2	-4
COc1cccc(C(O)c2nc(-c3ccc(F)c(Cl)c3)cs2)c1 (stereo not drawn)
→ ·	·	·	-7	14	-3.4	0.0	4	·	7
O=[N+]([O-])c1c(Nc2ccc(O)cc2)cc(N2CCOCC2)c2nonc12
→ -1	0	7	2	-9	2.1	·	-4	-1.0	2

Source: PubChem BioAssay

This is a random part of the collection. Share with any hit: about 4.9%.
